COUP-TFII inh: NR2F2 (human) inhibition, primary screen; inhibition, % at 8.6 µM; P24468; HEK293T NGFI-A luciferase reporter, luminescence; 370,000 compounds, 0.7% hits;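 active = inhibition above a per-plate cutoff, mean inhibition of test wells between control levels plus 3 SD, cut at about 38% in these data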;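 also: cells cotransfected with COUP-TFII expression vector driving the NGFI-A reporter; 0% = median of COUP-TF2 test wells and 100% = reporter-only cells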
NCOA2 inhibitor: inhibits human steroid receptor coactivator 2; HEK293 GAL4-SRC2 luciferase reporter, luminescence; Q15596; inhibition, % at 9 µM; 370,000 compounds, 0.17% hits; AID 651957;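 active = inhibition above the mean inhibition of all tested compounds plus 3 SD, set per campaign, cut at about 52% in these data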;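 also: 0% = DMSO treated cells and 100% = cells given Gossypol at 36 µM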
Numbers without * were called inactive. Some of the compounds tested; count on the stated rates, not on these rows.

SMILES | COUP-TFII inh | NCOA2 inhibitor
O=C(C(=O)N1CCC(CNC(=O)C2COc3ccccc3O2)CC1)c1cc2ccccc2o1 (stereo not given) | -8 | 13
COC(=O)[C@]12C[C@H](CC(=O)N3CCOCC3)C(=O)N(Cc3cccc4ccccc34)C1=C[C@H](C1CCCC1)O[C@@H]2C | 1 | 4
O=C(CSc1nc2ccccc2s1)NN=Cc1ccc(O)cc1O | -18 | 4
Cn1cc(-c2cccc3[nH]cc(-c4ccccc4)c23)c2ccccc21 | -7 | -8
C[C@@H]1CCCCO[C@@H](CN(C)CC2CCCCC2)[C@@H](C)CN([C@H](C)CO)C(=O)c2cc(NC(=O)Nc3ccc4c(c3)OCO4)ccc2O1 | -9 | 5
Cc1cc(C)cc(OC(C)CCN2CCC(C(O)(c3ccccc3)c3ccccc3)CC2)c1 (stereo not given) | -4 | -26
C=CCn1c(COc2ccccc2)nnc1SCC(=O)c1ccc(-c2ccccc2)cc1 | 5 | 5
COC(=O)c1cc(NC(=O)NC2CCCCN(Cc3cccc(Cl)c3)C2=O)cc(C(=O)OC)c1 (stereo not given) | -17 | -10
CCOc1ccc(-n2c(SCC(=O)Nc3cccc4ccccc34)nnc2-c2cccs2)cc1 | -12 | -1
COc1ccc(NC(=O)N2CCC(N(C)CCC(C)C)CC2)cc1OC | 7 | 8
COCCCNC(=O)C[C@H]1C[C@@]2(C(=O)OC)C(=C[C@H](C3CCCC3)O[C@@H]2C)N(Cc2cccc3ccccc23)C1=O | 9 | -13
C=CCN1C(=O)c2n[nH]c(COC)c2C1c1ccc(C)cc1 (stereo not given) | 8 | 18

Random excerpt: seven compounds from above, in no set order.
SMILES | COUP-TFII inh | NCOA2 inhibitor
COC(=O)c1cc(NC(=O)NC2CCCCN(Cc3cccc(Cl)c3)C2=O)cc(C(=O)OC)c1 (stereo not given) | -17 | -10
C=CCN1C(=O)c2n[nH]c(COC)c2C1c1ccc(C)cc1 (stereo not given) | 8 | 18
Cn1cc(-c2cccc3[nH]cc(-c4ccccc4)c23)c2ccccc21 | -7 | -8
COC(=O)[C@]12C[C@H](CC(=O)N3CCOCC3)C(=O)N(Cc3cccc4ccccc34)C1=C[C@H](C1CCCC1)O[C@@H]2C | 1 | 4
C[C@@H]1CCCCO[C@@H](CN(C)CC2CCCCC2)[C@@H](C)CN([C@H](C)CO)C(=O)c2cc(NC(=O)Nc3ccc4c(c3)OCO4)ccc2O1 | -9 | 5
C=CCn1c(COc2ccccc2)nnc1SCC(=O)c1ccc(-c2ccccc2)cc1 | 5 | 5
COc1ccc(NC(=O)N2CCC(N(C)CCC(C)C)CC2)cc1OC | 7 | 8

The list continues:
SMILES | COUP-TFII inh | NCOA2 inhibitor
CC(C)CN1CN2CCc3ccccc3C2CS1(=O)=O (stereo not given) | -3 | -11
CCOC(=O)C1=C(C(=O)OCC)C2N(Cc3ccc(C(F)(F)F)cc3)c3ccccc3[C@@]23C[C@@H](C(=O)OC)N(S(=O)(=O)c2ccccc2C)C3=N1 (stereo not given in full) | -1 | 4
COC1=C[C@H](C(=O)NC2CCN(Cc3ccccc3)CC2)C(C)C(c2ccccc2)CC1=O (stereo not given in full) | 1 | 9
CC(NCc1ccco1)C(=O)N1CCOCC1 (stereo not given) | 20 | -11
N#Cc1ccc(OCCCN2CCC(C(O)(C3=CCCC3)c3ccccc3)CC2)cc1 (stereo not given) | -11 | -13
CC(=O)N1CCN(c2ccc(N3CCN(Cc4ccccc4)[C@H](C)C3)c(C)c2)[C@@H](C)C1 | 4 | 17
O=S(=O)(c1ccc(Cl)s1)N1CCC(c2nc3ccccc3o2)CC1 | -1 | 22
COC(=O)C1CN(Cc2ccc(F)cc2)CCS(=O)(=O)N1Cc1ccc(C(F)(F)F)cc1 (stereo not given) | 18 | -5
Cc1ccc(-c2nnc(SCc3ccc([N+](=O)[O-])cc3)n2-c2ccccc2)cc1 | 18 | 15
C=CCNC(=S)N(C)[C@H]1C[C@H]2c3[nH]c4cccc(-c5cccc(F)c5)c4c3CCN2C(=O)[C@H]1[C@H](C)O | 4 | -4
CCOC(=O)N(C)[C@H]1C[C@H]2c3[nH]c4cccc(-c5cccc(F)c5)c4c3CCN2C(=O)[C@H]1[C@H](C)O | 15 | -24
C=CCN1C[C@@H](COCc2ccccc2)OCCS1(=O)=O | -8 | -7

3 entries out of the list, sorted by molecular weight, descending:
SMILES | COUP-TFII inh | NCOA2 inhibitor
COC1=C[C@H](C(=O)NC2CCN(Cc3ccccc3)CC2)C(C)C(c2ccccc2)CC1=O (stereo not given in full) | 1 | 9
CC(C)CN1CN2CCc3ccccc3C2CS1(=O)=O (stereo not given) | -3 | -11
CC(NCc1ccco1)C(=O)N1CCOCC1 (stereo not given) | 20 | -11

Carrying on:
SMILES | COUP-TFII inh | NCOA2 inhibitor
C=CCC12C[C@@]3(O[C@H](c4ccc(C(F)(F)F)cc4)N=C3C[C@H](c3ccc(OC)cc3)[C@H]1C)N(Cc1ccc3c(c1)OCO3)C2=O | 8 | -21
O=C(NCc1ccccc1)[C@@H]1CCCN1C(=O)[C@H]1CCCN1C(=O)c1ccc(OC(F)(F)F)cc1 | -7 | -6
N#Cc1ccc(/C=C2\CC3(OC(=O)c4ccccc4)CCCN2C3)cc1 (stereo not given) | -35 | -9
N#Cc1cccc(-n2cc(COC(=O)NCCc3ccccc3)nn2)c1 | -9 | -22
S=C(Nc1cccc(Br)c1)OC1CCC12CCC(c1ccccc1)CC2 (stereo not given) | -20 | 21
C[C@@H]1ON(C)[C@H]2C[C@H]3c4[nH]c5cccc(-c6ccc7c(c6)OCO7)c5c4CCN3C(=O)[C@@H]12 | 2 | 5
COCCCN1C(=O)C(=O)/C(=C(/O)c2ccc(OC(C)C)cc2)C1c1ccc(O)c(OC)c1 (stereo not given) | 0 | 4
CCCCNc1ccc2c(c1)OC[C@@H](CC(C)C)NS2(=O)=O | -7 | -1
COC(=O)C1CN(Cc2ccc(OC)cc2)CCS(=O)(=O)N1Cc1ccc(F)cc1 (stereo not given) | -3 | -22
Cc1ccc(Cn2cc(CN3[C@H](CC(C)C)COc4cc(Br)ccc4S3(=O)=O)nn2)cc1 | 5 | -6
N#Cc1cccc(C(=O)N2CCC(Oc3cccnc3)CC2)c1 | -8 | 2
CCOC(=O)C1=C(C(=O)OCC)C2N(Cc3ccc(C#N)cc3)c3ccccc3[C@@]23C[C@@H](C(=O)OC)N(S(=O)(=O)c2ccc(C#N)cc2)C3=N1 (stereo not given in full) | 0 | -4
Cc1ccc(-c2cc(NC(=O)Cc3c(C)[nH]c4ccccc34)ccc2Nc2cccnc2)cc1 | -10 | -3
COC(=O)C[C@@H]1CC[C@H]2[C@@H](COc3ccc(NC(=O)c4cc(C)on4)cc3C(=O)N2C)O1 | 12 | 2
Cc1ccc(-c2nnc3n2N=C(c2ccc4ccccc4c2)CS3)cc1 | 18 | 6
COc1cc2c(cc1NC(=O)CSc1nnc(-c3cnccn3)n1-c1ccc(C)cc1)oc1ccccc12 | -1 | 1
NC(=O)CC(NC(=O)c1cccc(Br)c1)c1ccc(NCCN2CCOCC2)c([N+](=O)[O-])c1 (stereo not given) | -7 | 0
COC(=O)[C@]12C[C@H](CC(=O)NCC34CC5CC(CC(C5)C3)C4)C(=O)N(Cc3ccc4c(c3)OCO4)C1=C[C@H](C(C)C)O[C@@H]2C1CC1 | 7 | 13
COc1ccc(S(=O)(=O)N2CCN(C(=O)COc3ccc4c(C)cc(=O)oc4c3)CC2)cc1 | 1 | -12
COC(=O)[C@]12C[C@H](CC(=O)N3CCCC3)C(=O)N(Cc3ccccc3)C1=C[C@H](COCc1ccccc1)O[C@@H]2C | -9 | 13
C[C@H](O)[C@@H]1CN2CCc3ccc(-c4ccc5c(c4)OCO5)cc3[C@@H]2C[C@@H]1N(C)C(=O)C1CCCCC1 | 1 | -20
O=C(NCc1ccncc1)C(=O)NCC(c1ccccc1)c1ccccc1 | 17 | 11
COc1ccc(NC(=O)N(C)[C@H]2C[C@H]3c4[nH]c5c(-c6cccc(C)c6)cccc5c4CCN3C(=O)[C@H]2[C@H](C)O)cc1 | 1 | 17
O=C(NCc1cccs1)C1CCN(S(=O)(=O)c2ccc([N+](=O)[O-])cc2)CC1 | -2 | -19
CCn1c(=O)c(-c2nc3ccccc3[nH]2)c(O)c2ccccc21 | -16 | -13
CCC(C)N(C(=O)c1oc(=O)c2ccccc2c1-c1ccc(C)cc1)C(C)CC (stereo not given) | 18 | 27
CCc1ccccc1-c1cc(C(C)=O)c2n(c1=O)CCC2 | 1 | -3
Cc1ccc2nc(-c3ccc(NC(=O)CSc4nnc(-c5cc(-c6ccc(F)cc6)n[nH]5)n4N)cc3)sc2c1 | -26 | -42
COC(=O)[C@]12C[C@H](CC(=O)N3CCN(C(=O)c4ccco4)CC3)C(=O)N(Cc3ccccc3)C1=C[C@H](C(C)C)O[C@@H]2C1CC1 | -26 | 3
CC(C)c1[nH]nc2c1C(c1ccccc1)N(c1ccccc1)C2=O (stereo not given) | -6 | 10
N/C(=N\c1nc(CSc2nnnn2-c2ccccc2)cc(=O)[nH]1)Nc1ccccc1 | -8 | -24
O=C(NC1CCCCN(Cc2cccc(Cl)c2)C1=O)c1ccc(-c2ccccc2)cc1 (stereo not given) | 5 | 8
CCCCCCCCCCCCN1CCSCCS1(=O)=O | 0 | 22
CC(C)[C@H]1/C(=C/C2CC2)N2C(=O)C[C@@H](c3ccccc3)N=C2N1Cc1ccc2c(c1)OCO2 | 7 | -11
COC(=O)[C@]12C[C@H](CC(=O)N3CCOCC3)C(=O)N(Cc3ccc4c(c3)OCO4)C1=C[C@H](C(C)(C)C)O[C@@H]2C | -3 | 12
COc1cc2c(c(OC)c1)[C@H](/C=C/c1ccccc1)[C@@H]([C@H](O)CO)OC2 | 20 | 10
COC(=O)C1CN(C2CCCC2)CCS(=O)(=O)N1Cc1ccc(C)cc1 (stereo not given) | 7 | 11
OC(c1ccccc1)C1(c2ccccc2)CCN(Cc2ccccc2)CC1 (stereo not given) | -11 | -25
CCCC[C@H]1C2CC(OC(=O)Nc3ccccc3C(F)(F)F)C(C2)[C@H]2CCCCN21 (stereo not given in full) | -4 | 20
COC(=O)[C@]12C[C@H](CC(=O)NCc3ccc(OC)c(OC)c3)C(=O)N(Cc3ccc4c(c3)OCO4)C1=C[C@H](C(C)C)O[C@@H]2C1CC1 | 4 | -27
O=S(=O)(CC1NCc2ccccc21)NC1CCCC1 (stereo not given) | 6 | -2
COC(=O)[C@]12C[C@H](CC(=O)NCc3cccc4ccccc34)C(=O)N(Cc3ccc4c(c3)OCO4)C1=C[C@H](C(C)(C)C)O[C@@H]2C | 7 | -27
CN1C(=O)c2cc(NC(=O)Nc3ccccc3)ccc2OC[C@H]2O[C@@H](CC(=O)Nc3cc(F)ccc3F)CC[C@@H]21 | -11 | 9
O=C(NCc1ccccc1)[C@@H]1CCCN1C(=O)[C@H]1CCCN1C(=O)c1c(F)cccc1F | -18 | 18
O=C(NCc1ccccc1)[C@H]1CCCN1C(=O)[C@H]1CCCN1C(=O)c1ccc(F)cc1 | -16 | 11
CCN(Cc1cc2ccccc2[nH]c1=O)C(=O)c1cccc([N+](=O)[O-])c1 | -10 | 13
COCCN1Cc2cc(C(=O)OC)c3c(c2C1=O)c1ccccc1n3S(=O)(=O)c1ccc(OC)cc1 | 2 | -19
NS(=O)(=O)c1ccc(NC(=O)CSc2nnc(-c3cccs3)o2)cc1 | -5 | -12
COc1cccc(-c2[nH]nc3c2C(c2ccc(C)o2)C(C#N)=C(N)O3)c1 (stereo not given) | 9 | -4
CCSc1nnc(-c2ccco2)n1C | 2 | -1
COc1ccc(CCN(Cc2cccs2)S(=O)(=O)c2ccc(F)cc2)cc1OC | 47* | 31
COC(=O)[C@]12C[C@H](CC(=O)NCC34CC5CC(CC(C5)C3)C4)C(=O)N(CCc3ccc(OC)c(OC)c3)C1=C[C@H](COCc1ccccc1)O[C@@H]2C | -11 | 20
COC(=O)C1=C(C)N(Cc2cccc(C(F)(F)F)c2)C(=NCc2ccc3c(c2)OCO3)NC1CCc1ccccc1 (stereo not given) | 0 | -12
Cc1cc(CC(=O)O)c2oc(-c3ccoc3)cc(=O)c2c1 | 6 | -17
CC(C)C[C@H]1COc2cccc(N3CCCC3)c2S(=O)(=O)N1C | 7 | -22
O=C(CSc1nc2c(c(=O)[nH]1)CCCC2)N1CCOCC1 | -4 | -52
O=S(=O)(c1ccc(F)cc1)N1CCCc2nc(-c3ccc(F)cc3)ccc21 | -2 | -13
Nc1[nH]c(C(=O)c2ccc(Br)cc2)c(-c2ccncc2)c1C(=O)c1ccccc1 | 3 | 14
Cc1cc(NN=Cc2ccccn2)nc2ccccc12 | -20 | -16
CN(Cc1ccccc1)C(=O)OCc1cn(Cc2ccc(Cl)cc2)nn1 | 11 | 1
Next section:
SMILES | COUP-TFII inh | NCOA2 inhibitor
O=C(NC1CCCCN(Cc2cccc(C(F)(F)F)c2)C1=O)c1ccc(-c2ccccc2)cc1 (stereo not given) | 5 | -19
COCCCN1C(=O)[C@H](CC(=O)N2CCC(c3ccccc3)CC2)[C@]2(C(=O)OC)CCCCC=C12 | 8 | 1
CC1C=CC=CCCC=CC=CC=CC=CC(OC2O[C@H](C)[C@@H](O)[C@H](N)[C@@H]2O)CC(O)C(C(=O)O)C(O)CC(=O)CC(O)C(O)CCC(O)CC(O)CC(O)CC(=O)OC(C)C(C)C1O (stereo not given in full) | 6 | -18
O=C(CSc1ccccc1)NC1CCCCN(Cc2cccc(Cl)c2)C1=O (stereo not given) | 13 | -12
Cc1ccccc1CN1CCCCC(NC(=O)c2cc(-c3ccccc3)no2)C1=O (stereo not given) | 9 | 2
COC(=O)C1CN(Cc2ccccc2)CCS(=O)(=O)N1Cc1cn(Cc2cccc(Cl)c2)nn1 (stereo not given) | 6 | -18
O=S1(=O)c2ccc(Br)cc2OC2CCCC[C@@H]2N1Cc1ccccc1 (stereo not given in full) | 0 | -5

Screens deposited in PubChem by The Scripps Research Institute Molecular Screening Center.
